Screens (PubChem BioAssay)
RPL19A TOR yeast: RPL19A-GFP expression modulators in yeast, primary screen, cell-based, S. cerevisiae, multiplex flow cytometry, MLPCN | S. cerevisiae RPL19A-GFP strain, 3 h; stronger effect = lower value | percent response vs DMSO, % at 10 µM | 330,000 compounds, 0.3% hits | AID 2025, 2009;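 active = percent response vs DMSO below 50%; inconclusive = fewer than 70 events counted for the yeast strain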;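 also: median channel GFP fluorescence of the barcoded RPL19A-GFP strain; ratio of sample median GFP to plate DMSO average so 100% = DMSO; lower means less RPL19A-GFP as with rapamycin TOR inhibition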
AHR act: AHR activators, primary screen, cell-based, luminescence, luciferase reporter, human | Aryl hydrocarbon receptor (Homo sapiens), P35869 | AHR-responsive luciferase reporter cells | activation, % at 5 µM | 320,000 compounds, 2.5% hits | AID 2796, 2010; in the data active = activation above about 47%;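 also: 0% = vehicle wells and 100% = reference agonist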
Target sequence (P35869 whole entry, looked up): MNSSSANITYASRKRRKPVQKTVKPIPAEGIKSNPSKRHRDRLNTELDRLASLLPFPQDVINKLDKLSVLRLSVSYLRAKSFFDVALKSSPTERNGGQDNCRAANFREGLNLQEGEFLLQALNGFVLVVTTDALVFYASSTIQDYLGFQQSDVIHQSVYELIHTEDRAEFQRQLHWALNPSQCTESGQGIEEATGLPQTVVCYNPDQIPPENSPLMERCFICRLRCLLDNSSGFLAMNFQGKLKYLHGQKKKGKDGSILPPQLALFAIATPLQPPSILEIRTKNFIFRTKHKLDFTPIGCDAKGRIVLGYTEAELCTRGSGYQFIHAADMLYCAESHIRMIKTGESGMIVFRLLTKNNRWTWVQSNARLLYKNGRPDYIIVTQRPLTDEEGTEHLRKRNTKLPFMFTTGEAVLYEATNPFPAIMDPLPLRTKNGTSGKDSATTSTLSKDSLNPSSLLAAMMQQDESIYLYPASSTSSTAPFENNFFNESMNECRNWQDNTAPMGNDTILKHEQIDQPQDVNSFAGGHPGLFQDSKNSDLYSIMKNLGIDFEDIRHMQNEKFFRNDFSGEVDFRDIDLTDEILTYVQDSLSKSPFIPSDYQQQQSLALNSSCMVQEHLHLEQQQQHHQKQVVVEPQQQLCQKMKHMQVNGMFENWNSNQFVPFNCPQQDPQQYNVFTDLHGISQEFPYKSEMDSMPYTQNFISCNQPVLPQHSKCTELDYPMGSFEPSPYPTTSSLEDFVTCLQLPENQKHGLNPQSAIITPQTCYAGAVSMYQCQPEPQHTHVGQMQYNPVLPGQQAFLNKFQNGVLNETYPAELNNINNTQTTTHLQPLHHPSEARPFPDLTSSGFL
CR mimetic SO: reduction of superoxide in aged yeast, primary screen, HTS; 330,000 compounds, 0.18% hits; S. cerevisiae aged cells, superoxide DHE fluorescence; stronger effect = lower value; AID 2690, 2010; superoxide response (% of plate mean), % at 10 µM;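 active = superoxide response under a set limit, about three screen SD below normal, cut at about 65% in these data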;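 also: yeast aged for seven days with compound at 30 °C before DHE staining; 100% = average MFI of all compound-treated wells on the plate with controls excluded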
LAP4-GFP MLPCN: modulators of LAP4-GFP expression in yeast, primary screen, S. cerevisiae, multiplex flow cytometry, MLPCN library; 3 h; median GFP as percent of DMSO wells; GFP response vs DMSO, % at 10 µM; 320,000 compounds, 0.34% hits;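 active = GFP response vs DMSO above a set limit, about the screen mean plus 3 SD, cut at about 150% in these data; inconclusive = under 70 cell events counted for the yeast strain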
CIT2-GFP yeast: modulators of CIT2-GFP expression in yeast, primary screen, S. cerevisiae, GFP fusion, multiplex flow cytometry, MLPCN library. S. cerevisiae CIT2-GFP strain, 3 h; 100 means same as DMSO wells. GFP response vs DMSO, % at 10 µM. 320,000 compounds, 0.065% hits;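 active = GFP response relative to DMSO above a set limit, near the screen mean plus 3 SD, cut at about 150% in these data; inconclusive = Fewer than 70 cells measured for a yeast strain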;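 also: ratio of well median GFP fluorescence to mean of DMSO wells on the plate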
Efflux pump mplx: inhibitors of Candida efflux pumps in yeast, primary screen, S. cerevisiae, Nile Red, multiplex | inhibition, % at 10 µM | S. cerevisiae Candida pump triplex | 330,000 compounds, 0.44% hits;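 active = plate passing quality check with inhibition over a set limit, or well fluorescence over plate mean plus 4 SD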;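 also: Nile Red retained in pooled yeast measured as flow cytometry median fluorescence; 0% = buffer negative control and 100% = Enniatin B positive control; higher means more Nile Red kept so more efflux inhibition; some compounds called inactive have numbers as strong as hits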
MEP2 TOR yeast: modulators of MEP2-GFP levels in yeast, primary screen, S. cerevisiae, multiplex flow cytometry, MLPCN library | S. cerevisiae MEP2-GFP strain, 3 h; 100% = DMSO control level | GFP response vs DMSO, % at 10 µM | 330,000 compounds, 0.51% hits;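 active = GFP response versus DMSO above a set limit, roughly screen mean plus 3 SD, cut at about 180% in these data; inconclusive = fewer than 70 cells counted for a yeast strain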;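 also: median GFP fluorescence of the barcode-gated MEP2-GFP cells per well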
AGP1 TOR yeast: modulators of AGP1-GFP expression in yeast TOR pathway, primary screen, cell-based, multiplex flow cytometry, S. cerevisiae, MLPCN library | 320,000 compounds, 0.02% hits | GFP response vs DMSO, % at 10 µM | 3 h; GFP as percent of DMSO wells | AID 2066, 2009;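 active = GFP response relative to DMSO above a set limit, near screen average plus 3 SD, cut at about 150% in these data; inconclusive = fewer than 70 cells counted for the yeast strain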;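 also: median GFP channel fluorescence of the gated AGP1 strain per well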
* hit, by the source's call; i = inactive; ? = inconclusive; nt = not tested or not shown.

SMILES | RPL19A TOR yeast | AHR act | CR mimetic SO | LAP4-GFP MLPCN | CIT2-GFP yeast | Efflux pump mplx | MEP2 TOR yeast | AGP1 TOR yeast
COc1ccccc1C(=O)NC1CC2CCC(C1)N2Cc1ccccc1 (stereo not drawn) | 105 | 0 | 100 | 93 | 105 | 0.1 | 108 | 100
CCOC(=O)C1CCCNC1=O (stereo not drawn) | 103 | -1 | 94 | 109 | 99 | -0.1 | 100 | 105
CCOC(=O)Nc1ccc2c(COC(=O)CN(C)S(=O)(=O)c3ccc(C)cc3)cc(=O)oc2c1 | 98 | -5 | 95 | 93 | 99 | 0.2 | 99 | 100
CCOC(=O)c1c(NC(=O)c2ccoc2C)sc2c1CCC2 | 91 | -1 | 98 | 96 | 90 | -0.1 | 99 | 74
CCOc1ccc(C(=O)CCC(=O)Nc2ncccc2O)cc1 | 98 | 8 | 101 | 106 | 101 | -0.1 | 99 | 104
COc1ccc([N+](=O)[O-])cc1NS(=O)(=O)Cc1ccccc1 | 98 | -2 | 92 | 88 | 101 | -0.2 | 107 | 91
O=C(Nc1ccc(S(=O)(=O)C(F)F)cc1)c1cccc(S(=O)(=O)N2CCOCC2)c1 | 87 | 7 | 105 | ? | 80 | -0.2 | 80 | 83
CC(=O)NC1=NC(=O)C(C)S1 (stereo not drawn) | 111 | 5 | 97 | 109 | 118 | -0.1 | 112 | 113
O=C(COC(=O)c1cc(S(=O)(=O)NCc2ccccc2)ccc1O)c1cc2ccccc2o1 | 100 | 7 | 112 | 102 | 102 | -0.2 | 106 | 104
Cc1onc(-c2ccccc2Cl)c1C(=O)OCC(=O)N1CCCCC1 | 91 | -1 | 103 | 85 | 95 | 0.3 | 89 | 103
Cc1ccc(C(=O)Nc2cc([N+](=O)[O-])ccc2C)cc1 | 99 | 16 | 102 | 97 | 97 | -0.2 | 102 | 96
Cc1c(-c2nc(N)nc(Nc3ccccc3)n2)oc2ccccc12 | 94 | -8 | 113 | 105 | 85 | -0.1 | 94 | 84
CC(C)CN1C(=O)C(=O)N(CC(=O)NCc2ccc3c(c2)OCO3)C1=O | 101 | 0 | 100 | 97 | 101 | 0.0 | 102 | 98
Cc1ccc(OCCC(=O)NNC(=O)c2ccc(Br)cc2)cc1 | 103 | 7 | 94 | 96 | 109 | -0.1 | 99 | 99
CN1CCN(C(=O)C2(NC(=O)NCc3ccccc3)CCCCC2)CC1 | 100 | 1 | 100 | 99 | 116 | 0.0 | 115 | 106
CCCc1nnc(NC(=O)CCC(=O)N2CCN(c3nc(C)cc(C)n3)CC2)s1 | 95 | 1 | 97 | 109 | 89 | 0.0 | 95 | 104
CCCNc1c(NS(=O)(=O)c2ccc(OC)c(OC)c2)c(=O)oc2ccccc12 | 110 | 8 | 101 | 83 | 107 | 0.2 | 111 | 98
CNc1cc(N2CCCC2)ccc1[N+](=O)[O-] | 101 | 0 | 98 | 98 | 100 | -0.1 | 102 | 97
Cc1ccccc1-c1nc(C(=O)NCC2CCCO2)cc2c1[nH]c1ccccc12 (stereo not drawn) | 94 | -2 | 82 | 101 | 91 | -0.2 | 105 | 100
O=C(Cc1c[nH]c2ccccc12)NCc1ccco1 | 106 | 7 | 98 | 97 | 99 | 0.0 | 103 | 104
CC1CN(C(=O)c2cccc(S(=O)(=O)Nc3cc(Cl)ccc3Cl)c2)CC(C)O1 (stereo not drawn) | 93 | 0 | 105 | 117 | 77 | 0.0 | 105 | 96
CC(=O)Nc1ccc2c(c1)nc1n2CCSC1 | 107 | -3 | 100 | 111 | 109 | -8.8 | 110 | 110
CN1CCN(C(=O)CSc2nc3c(c(=O)n(C)c(=O)n3C)n2C)CC1 | 101 | 0 | 99 | 94 | 97 | 0.0 | 99 | 102
COc1cccc2sc(N(CCCN(C)C)C(=O)c3ccc(S(=O)(=O)N4CCc5ccccc5C4)cc3)nc12 | 105 | 3 | 92 | 101 | 106 | 0.0 | 108 | 104
CCCc1c(NC(=O)Nc2ccc(F)cc2)cnn1-c1ccc(Cl)cc1 | 96 | 2 | 107 | 108 | 88 | -0.1 | 97 | 94
CC(C)=CC(=O)Nc1ccccc1C(N)=O | 102 | -1 | 122 | 100 | 104 | 0.0 | 104 | 104
COCc1ccc(CN2CCCC(C(=O)Nc3ccc(-c4cccc(OC)c4)cc3)C2)o1 (stereo not drawn) | 99 | 5 | 90 | 103 | 99 | 0.0 | 102 | 102
COc1ccc(CCN2CC(C(=O)NC3CCOCC3)CCC2=O)cc1 (stereo not drawn) | 99 | 0 | 93 | 93 | 98 | 0.0 | 107 | 102
CSCCC(=O)N1CCCC(CNC(=O)c2ccc(-c3ccccc3)cc2)C1 (stereo not drawn) | 101 | 6 | 77 | 90 | 97 | 0.1 | 96 | 92
COc1ccc(NCc2n[nH]nc2-c2ccccc2)cc1Cl | 98 | 31 | 99 | 111 | 94 | -0.2 | 98 | 102
Cc1ccc(NC2=CC(=O)CC(c3ccco3)C2)c(N)c1 (stereo not drawn) | 99 | 21 | 95 | 98 | 103 | -0.2 | 102 | 101
O=S(N1CCCCC1)C12CC3CC(CC(C3)C1)C2 (stereo not drawn) | 102 | 0 | 110 | 100 | 97 | 0.0 | 98 | 99
O=C(CC1C(=O)NCCN1C(=O)Nc1ccc(F)cc1)Nc1ccc(F)cc1 (stereo not drawn) | 94 | -1 | 98 | 107 | 98 | 0.3 | 100 | 101
O=C(NC1CCCCC1)C(c1ccc(F)cc1)N(C(=O)Cc1ccsc1)c1ccc(F)cc1 (stereo not drawn) | 99 | 0 | 94 | 105 | 106 | -0.1 | 96 | 105
Cn1c(COc2ccccc2)nnc1SCCN1CCOCC1 | 97 | -2 | 103 | 110 | 90 | 0.2 | 96 | 102
CCOC(=O)c1sc2nc(N3CCCC3)c3c(c2c1N)CC(C)(C)OC3 | 101 | -22 | 102 | 109 | 103 | -0.1 | 104 | 104
CCOC(=O)c1cc(C#N)c(N2CCN(c3ccccn3)CC2)nc1-c1ccccc1 | 96 | -2 | 90 | 101 | 92 | 0.3 | 99 | 100
Cc1ccc(NC(=O)c2ccc3nc[nH]c3c2)nc1 | 104 | 39 | 106 | 99 | 103 | 0.0 | 103 | 104
CCCCSc1nc(C)c(CC(=O)O)c(=O)[nH]1 | 108 | 0 | 95 | 105 | 106 | -0.1 | 103 | 109
COc1ccc(CNc2ccc(S(=O)(=O)N3CCN(C)CC3)cn2)cc1OC | 104 | 0 | 92 | 103 | 107 | 0.0 | 106 | 105
O=C(Nc1ccncc1)c1ccc(Cl)c(Cl)c1 | 96 | 0 | 90 | 100 | 98 | -0.1 | 105 | 99
COc1cc(NC(=O)CSc2nnc3ccc(-c4ccncc4)nn23)cc(OC)c1 | 105 | 9 | 102 | 119 | 103 | 0.0 | 106 | 105
CCCn1c(=O)c(C(=O)Nc2ccccc2C(=O)OC)c(O)c2ccccc21 | 103 | 6 | 103 | 100 | 98 | -0.1 | 100 | 108
CN1CCN(c2ccc(Cl)cc2NC(=O)c2cccc(S(=O)(=O)N(C)C)c2)CC1 | 97 | 1 | 100 | 98 | 113 | -0.1 | 99 | 103
CC1(C)Cc2c(sc(NC(=O)/C=C/C(=O)O)c2C#N)CO1 | 101 | 1 | 101 | 115 | 104 | 0.1 | 101 | 109
CCc1ccc(-n2c(SCc3cc(=O)n4cc(Br)ccc4n3)nc3[nH]ncc3c2=O)cc1 | 100 | -4 | 112 | 101 | 97 | -0.3 | 97 | 85
CCOc1cc(/C=C/C(=O)O)ccc1OCCO | 105 | 1 | 86 | 92 | 101 | 0.0 | 99 | 92
CCn1c(C)nc([N+](=O)[O-])c1C(=O)O | 99 | 1 | 120 | 98 | 103 | 0.5 | 97 | 101
COc1ccc(CCNC(=O)CS(=O)Cc2nc(-c3cccs3)oc2C)cc1OC (stereo not drawn) | 97 | 3 | 98 | 99 | 102 | 0.4 | 116 | 102
COc1cccc(C(=O)NNc2c3ccccc3nc3ccccc23)c1 | 97 | 24 | 96 | 85 | 90 | 0.2 | 103 | 84

An excerpt from above in order of the LAP4-GFP MLPCN value, high to low:
molecule,LAP4-GFP MLPCN
CCc1ccc(-n2c(SCc3cc(=O)n4cc(Br)ccc4n3)nc3[nH]ncc3c2=O)cc1,101
CCCn1c(=O)c(C(=O)Nc2ccccc2C(=O)OC)c(O)c2ccccc21,100
CCOc1cc(/C=C/C(=O)O)ccc1OCCO,92
COc1cccc(C(=O)NNc2c3ccccc3nc3ccccc23)c1,85

The listing continues.
SMILES | RPL19A TOR yeast | AHR act | CR mimetic SO | LAP4-GFP MLPCN | CIT2-GFP yeast | Efflux pump mplx | MEP2 TOR yeast | AGP1 TOR yeast
CCC(=O)Nc1sc(Cc2ccc3c(c2)OCO3)c(C)c1C(N)=O | 91 | 1 | 110 | 112 | 90 | 0.1 | 93 | 102
c1ccc(-c2ccccc2-c2nc(-c3cccnc3)no2)cc1 | 109 | 8 | 110 | 107 | 105 | -0.1 | 105 | 106
O=C(COC(=O)c1c(Cl)cccc1Cl)NCC1CCCO1 (stereo not drawn) | 101 | -9 | 88 | 89 | 95 | 9.0* | 100 | 98
CCOC(=O)C(C)n1cnc2scc(-c3ccc(C)cc3)c2c1=O (stereo not drawn) | 106 | 2 | 101 | 94 | 101 | -0.5 | 102 | 102
Cc1ccc2nc(-c3ccc(NS(=O)(=O)c4ccc(F)c(F)c4)cc3)sc2c1 | 90 | 6 | 109 | 111 | 71 | -0.1 | 94 | 86
COc1cc2nc(CN(C)Cc3ccc(C(C)(C)C)cc3)[nH]c(=O)c2cc1OC | 93 | 8 | 98 | 96 | 83 | 0.6 | 93 | 88
CCC(C(=O)Nc1cccc(C(=O)O)c1)c1ccccc1 (stereo not drawn) | 85 | -2 | 107 | 88 | nt | -0.1 | 92 | 87
CC(=O)N1CCN(Cc2nc3cc(NC(=O)Nc4ccccc4)ccc3n2C)CC1 | 97 | 2 | 109 | 93 | 102 | 0.1 | 96 | 98
COc1ccc(/C=C2/SC(=S)NC2=O)cc1OCc1ccccc1 | 104 | 2 | 95 | 84 | 99 | -0.1 | 98 | 103
CCN(C(=O)COC(=O)/C(C#N)=C/c1ccc(OC)cc1)C1CCS(=O)(=O)C1 (stereo not drawn) | 103 | 3 | 93 | 109 | 95 | 0.0 | 105 | 111
CSc1ncccc1C(=O)Nc1cccc(S(=O)(=O)N2CCCCCC2)c1 | 99 | 4 | 116 | 99 | 89 | 0.1 | 100 | 100
CCOC(=O)N(C)OC(=O)Nc1ccc(Cl)c(Cl)c1 | 96 | 1 | i | 105 | 100 | -0.2 | 97 | 94
CCOC(=O)N1CCC(NC(=O)CN2C(=O)COc3ccc(C(C)(C)C)cc32)CC1 | 97 | 24 | 96 | 95 | 89 | 0.2 | 99 | 89
O=C(Cn1cnc(S(=O)(=O)N2CCCC2)c1)Nc1ccc(OC(F)(F)F)cc1 | 99 | 0 | 88 | 96 | 98 | 0.1 | 101 | 98
CCC(C)[C@H](NC(=O)NCC1CCCO1)C(=O)OC (stereo partly drawn) | 99 | 0 | 102 | 95 | 96 | 0.1 | 103 | 97
